# C2C12 statin: protects C2C12 myotubes from simvastatin toxicity; AID 602340; rescue of ATP level, % at 7.49 µM; ATP luminescence, 48 h; scaled: DMSO 0, geranylgeraniol control 100; 330,000 compounds, 0.78% hits;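 active = mean ATP rescue above about 67%, or every replicate alone reaching that limit, limit read from the data, passing the limit was not always enough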;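 note: myotubes were challenged with 10 µM simvastatin during compound exposure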
# miR-122 sensor: inhibitors of miR-122 in Huh7 cells | activation (reporter increase), % at 12.5 µM | 340,000 compounds, 0.3% hits | AID 602342 | Huh7 miR-122 Renilla luciferase sensor, 48 h; neutral wells = 0, positive control = 100;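 active = mean replicate activation score at least 90 and every replicate individually at or above 90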;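 note: higher luciferase means less miR-122 activity so hits act as miR-122 inhibitors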
# SIRT5 inh: inhibitors of human sirtuin-5 desuccinylase; 330,000 compounds, 1.1% hits; Purified SirT5, succinyl-peptide AMC, trypsin-coupled fluorescence; inhibition, % at 15 µM; Q9NXA8; in the data active = inhibition above about 15%
# Target sequence (Q9NXA8 whole entry, looked up): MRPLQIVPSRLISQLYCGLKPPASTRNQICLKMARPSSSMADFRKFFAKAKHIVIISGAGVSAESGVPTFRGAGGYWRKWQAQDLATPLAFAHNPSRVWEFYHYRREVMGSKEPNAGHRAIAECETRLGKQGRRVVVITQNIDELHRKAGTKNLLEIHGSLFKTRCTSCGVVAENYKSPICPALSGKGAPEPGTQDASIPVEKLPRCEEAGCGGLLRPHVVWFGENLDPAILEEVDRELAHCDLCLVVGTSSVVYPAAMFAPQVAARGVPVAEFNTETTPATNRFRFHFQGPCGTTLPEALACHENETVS
# ARNT-TACC3 inh: disruptors of human ARNT/TACC3 interaction; Q9Y6A5; AlphaScreen His-ARNT PAS-B/GST-TACC3 binding, luminescence; TACC3 fragment carries E629A point mutation; inhibition, % at 9.99 µM; 390,000 compounds, 0.66% hits; AID 623870;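 active = mean inhibition of replicates at least 50% and at least half of replicates each reaching 50%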;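 note: 0% = complete ARNT plus TACC3 wells and 100% = ARNT alone without TACC3; many hits fall short of the cut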
# esBAF inh: inhibitors of esBAF chromatin remodeling in mouse ES cells; Bmi1-luciferase knock-in reporter, 24 h; 100% = twice the neutral-well signal; reporter increase, % at 12.5 µM; 350,000 compounds, 2% hits; AID 602393; in the data active = activation above about 40%;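 note: 0% = median of the plate's neutral control wells and 100% = double that signal; a rise in the Bmi1 reporter signal indicates esBAF inhibition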
# ERp5 block: blocks human ERp5 reductase activity on insulin; ERp5 insulin aggregation, absorbance 650 nm, 90 min; inhibition, % at 9.99 µM; 350,000 compounds, 0.05% hits; AID 651711;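 active = mean replicate inhibition above about 25%, with every replicate also reaching it, limit read from the data, passing the limit was not always enough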
# Target sequence (Q15084 whole entry, looked up): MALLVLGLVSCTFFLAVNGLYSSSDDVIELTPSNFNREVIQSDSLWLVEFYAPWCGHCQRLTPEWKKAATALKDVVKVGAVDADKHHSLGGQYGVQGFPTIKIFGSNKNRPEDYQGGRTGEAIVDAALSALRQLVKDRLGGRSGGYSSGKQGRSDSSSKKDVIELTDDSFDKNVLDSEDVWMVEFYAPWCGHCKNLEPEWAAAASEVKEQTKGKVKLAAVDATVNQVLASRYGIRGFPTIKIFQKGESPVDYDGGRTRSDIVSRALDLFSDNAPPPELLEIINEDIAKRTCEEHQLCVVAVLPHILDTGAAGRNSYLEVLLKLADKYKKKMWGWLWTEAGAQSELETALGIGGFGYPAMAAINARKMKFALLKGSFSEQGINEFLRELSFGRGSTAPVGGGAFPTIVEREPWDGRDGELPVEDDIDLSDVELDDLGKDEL
# Cneo AK release: Cryptococcus neoformans lysis via adenylate kinase release | 360,000 compounds, 0.2% hits | C. neoformans lysis, adenylate kinase release luminescence, 4 h; normalised: neutral wells 0, clomiphene wells 100 | lysis activity, % at 15 µM | AID 651654;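 active = mean lysis activity across replicates of at least 80%, whatever share of replicates individually reach that level; inactive = mean lysis activity below 80%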
#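 Material: C. neoformans cells; Schedule: 4 h static compound exposure, 37 °C, read 1 h post-reagent; Measured by: adenylate kinase release luminescence; Read-out: signal increase indicating cell lysis; Controls: Clomiphene as positive lysis control.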
# An asterisk follows results filed as active; x = not tested or not shown; & = joins results of further samples; [ ] = another dose, or the depositor's remark.
SMILES,C2C12 statin,miR-122 sensor,SIRT5 inh,ARNT-TACC3 inh,esBAF inh,ERp5 block,Cneo AK release
COCCCNC(=O)CN1C(=O)CSc2ccc(S(=O)(=O)N3CCOCC3)cc21,5,-2,-3,-7,-8,3,-2
COc1ccc(CCNC(=O)c2ccccc2NS(=O)(=O)c2c(F)cccc2F)cc1,1,x,0,x,-6,5,1
COCCNC(=O)c1ccc(Cn2c(SCC(=O)NCC3CCCO3)nc3ccc(Br)cc3c2=O)cc1 (stereo not drawn),34,9,-5,2,3,-1,0
O=C(C[C@H]1CC[C@@H]2[C@H](COC[C@H](O)CN2CC2CCCCC2)O1)NCc1ccc(Cl)cc1,31,-1[16.7 µM],4,11,6,10,-2
Cc1ccc(OCC(=O)Oc2c(C)cccc2C)cc1,3,x,-5,-10,4,-8,-3
O=C(O)CSc1nnc(Cc2ccccc2)n1-c1ccccc1,x,-16,x,-1,4,x,0
Cc1ccc(NC(=O)CCn2c(=S)oc3ccccc32)cc1F,-2,2,-3,1,-2,-3,-1
N#CCc1ccc(NC(=O)c2ccc(S(=O)(=O)N3CCCC3)cc2)cc1,-4,-3,-2,21,-3,2,-1
O=C(C(NS(=O)(=O)c1cccs1)c1ccccc1)N1CCN(c2ccccc2F)CC1 (stereo not drawn),2,-1,x,-1,0,x,0
CC(=O)Nc1ccc(S(=O)(=O)Nc2cccn(Cc3ccc(C)cc3)c2=O)cc1,-7,-1,1,-4,1,-2,2
O=C1OC(Cc2ccccc2)C(c2ccccc2)C1=O (stereo not drawn),7,2,2,-3,0,-8,-1
Cn1c(=O)c2[nH]c(CCCc3ccc([N+](=O)[O-])cc3)nc2n(C)c1=O,x,x,-7,-13,x,4,x
COCC#Cc1ccc2c(c1)O[C@H](CN(C)Cc1cccnc1)[C@@H](C)CN([C@H](C)CO)S2(=O)=O,-34,1[16.7 µM],-2,-1,-1,-3,-1
CCOC(=O)c1c(NC(=O)CNCC(O)CO)sc(C)c1C (stereo not drawn),11,3,x,2,-8,x,-1
O=C(Oc1csc(=S)n1C(=O)c1ccccc1)c1ccccc1,-8,-4,x,7,0,x,x
O=C(c1cccnc1)N1N=C(C2CCCCC2)CC1(O)C(F)(F)F (stereo not drawn),x,1,1,x,x,0,x
O=S(=O)(c1ccc(Cl)cc1)N1CCc2ccccc21,1,-6,-3,-7,2,7,-4
Nc1cc(=O)[nH]c(SCC(=O)N2N=C(c3ccc4ccccc4c3)CC2c2ccccc2)n1 (stereo not drawn),13,-6,0,-4,17,1,-4
CCCCCCCCSc1nnc(-c2ccc(OC)cc2)o1,7,1,x,-10,-9,x,-1
COc1cc(/C=N/n2c(C3CCCCC3)n[nH]c2=S)cc(OC)c1O,-22,4,0,-6,1,4,0
Cc1cccc(C2=NN(c3ccccc3)[C@H](CO)[C@H]2c2ccccc2)c1,6,0,x,-55,-4,x,8
COc1ccc(C(=O)N2CCN(S(=O)(=O)c3ccc(Cl)cc3)CC2)cc1S(=O)(=O)N1CCOCC1,0,-8,-2,1,0,-1,-1
COC(=O)C[C@@H]1CC[C@H]2[C@@H](COc3ccc(NC(=O)Nc4cccc(Cl)c4)cc3C(=O)N2C)O1,13,1[16.7 µM],-1,15,-7,2,-4
COc1ccc(S(=O)(=O)N2CCOCC2)cc1NC(=O)c1cccs1,2,6,-1,2,-2,6,-1
Cc1cc(C)cc(N(CC(=O)NCC2CCCO2)C(=O)CN2C(=O)COc3ccccc32)c1 (stereo not drawn),x,-9,x,-6,x,x,-14
COC(=O)C1=C(C)Nc2nc(SCc3ccccc3)[nH]c(=O)c2C1c1cccs1 (stereo not drawn),-15,7,12,-1,-1,-5,-2
CCOC(=O)c1sc(NC(=O)c2ccncc2)c(C#N)c1C,x,x,2,-22,x,7,x
COc1cc(CCN2C(=O)c3cccc4cccc(c34)C2=O)c(S(=O)(=O)N2CCCCCC2)cc1OC,x,x,-7,-9,x,-1,x
O=C(c1ccco1)N1CCN(C(=O)C2CCCO2)CC1 (stereo not drawn),0,-3,x,-1,-9,x,x
COc1ccc(Cc2nnc(NC(=O)C(C)(C)C)s2)cc1,13,0,-2,20,-4,6,x
CC1CCN(CCCCOc2ccc(C(C)(C)C)cc2)CC1,-9,3,0,-2,-12,4,-3
CCCCNC(=O)[C@H](CSCc1ccccc1)N1Cc2ccccc2C1=O,18,-1,x,-4,5,4,0
CN(C)S(=O)(=O)c1ccc(NC(=O)Cc2ccc(S(=O)(=O)N3CCOCC3)s2)cc1,x,x,-4,2,x,2,x
Cc1ccccc1CNC(=O)C(=O)NCCC1CCCCN1S(=O)(=O)c1ccccc1 (stereo not drawn),-3,-7,-3,-23,-2,-5,-3
Cc1noc(C)c1NC(=O)N[C@@H]1CC[C@@H](CCNC(=O)C2CCCC2)O[C@H]1CO,-2,-2[16.7 µM],2,-3,-6,-3,-3
O=C(N=C1SC2CS(=O)(=O)CC2N1CCc1ccccc1)C1CCCCC1 (stereo not drawn),-1,-1,-3,-5,-1,6,-3
COc1ccc(NC(=O)N(C)C[C@H]2Oc3ccc(NC(=O)Cc4ccccc4)cc3CC(=O)N([C@@H](C)CO)C[C@H]2C)cc1,13,-2[16.7 µM],x,x,9,x,x
Clc1cccc2c3c([nH]c12)CCNC3,15,x,-2,-3,-3,6,2
C[C@@H]1CN([C@@H](C)CO)C(=O)c2cccc(NC(=O)Nc3cccc4ccccc34)c2O[C@@H]1CN(C)CC1CC1,-23,2[16.7 µM],x,x,-4,-1,-2
COC(=O)COn1c(SCC(=O)OC)nc2ccccc2c1=O,5,-1,x,x,-5,x,1
COC(=O)C1=C(C)n2nnnc2NC1c1ccc(Cl)cc1 (stereo not drawn),-2,9,x,0,-5,x,1
Cc1[nH]c(=O)c(C#N)c(C)c1Cc1ccc(Cl)cc1Cl,10,-2,-2,1,0,6,0
Fc1ccc(CNc2nc(-c3cccnc3)nc3ccccc23)cc1,-268,-4,15,x,9,2,-2
C[C@@H]1CN([C@@H](C)CO)S(=O)(=O)c2ccc(C3=CCCCC3)cc2O[C@@H]1CN(C)Cc1ccncc1,-36,3[16.7 µM],5,4,1,6,4
CCOP(=O)(OCC)C(Nc1cc(Cl)cc(Cl)c1)c1cccc(O)c1 (stereo not drawn),x,x,1,3,x,3,x
O=C(Cc1ccccc1)N[C@H](c1ccccc1)P(=O)(O)CO,5,3,x,2,-1,x,-17
CC1CC(CCN)(c2ccccc2)C(C)CN1C (stereo not drawn),x,x,3,-13,x,6,x
CCN1CCN(Cc2ccc(NC(=O)c3cc(NC(=O)c4cc5cccc(OC)c5o4)cc(OC)c3)cc2C(F)(F)F)CC1,-24&-15,-31&-7,2,1,-8&-2,-1&-1,4&2

# Exported with two lines to a compound: part of the list above
# Order of values: C2C12 statin | miR-122 sensor | SIRT5 inh | ARNT-TACC3 inh | esBAF inh | ERp5 block | Cneo AK release
> CCOP(=O)(OCC)C(Nc1cc(Cl)cc(Cl)c1)c1cccc(O)c1 (stereo not drawn)
  x | x | 1 | 3 | x | 3 | x
> O=C(Cc1ccccc1)N[C@H](c1ccccc1)P(=O)(O)CO
  5 | 3 | x | 2 | -1 | x | -17

# Other records follow:
SMILES,C2C12 statin,miR-122 sensor,SIRT5 inh,ARNT-TACC3 inh,esBAF inh,ERp5 block,Cneo AK release
O=C(OCc1c(-c2ccccc2)ncc2ccccc12)c1ccc(Cl)cc1Cl,7,-4,x,4,6,4,-1
COc1ccccc1S(=O)(=O)N[C@H]1C=C[C@@H](CC(=O)NCc2cccc(F)c2)O[C@@H]1CO,6,x,-1,1,-7,7,0
Cc1noc(C)c1NC(=O)Nc1ccc2c(c1)C(=O)N([C@@H](C)CO)C[C@H](C)[C@H](CN(C)Cc1ccc(Oc3ccccc3)cc1)O2,-45,-1[16.7 µM],-5,-2,1,7,-1
NC(=O)C1CCN(C(=O)c2ccc(Cl)c(NC(=O)c3cccs3)c2)CC1,8,4,x,x,1,4,0
CO[C@H]1CN(C)C(=O)c2ccc(NS(C)(=O)=O)cc2OC[C@@H](C)N(Cc2ccccn2)C[C@@H]1C,-1,-2[16.7 µM],x,33,-3,x,-3
Cc1ccnc(NC(=O)c2cc([N+](=O)[O-])cc([N+](=O)[O-])c2)c1,x,x,-2,-11,x,-3,x
COc1cccc(CNCc2ccco2)c1O,35,8,-1,0,7,2,0
O=C(O)c1ccc2c(c1)N(Cc1ccccc1F)C(=O)c1ccccc1S2=O (stereo not drawn),0,x,x,x,3,12,0
Cc1cccc(OCc2nnc(SCC(=O)N3CCCC3)n2C)c1,4,0,x,-5,3,x,-1
COC(=O)c1c(NC(=O)CSc2nnc(-c3ccco3)n2Cc2ccccc2)sc(C)c1C,x,3,x,2,x,x,-2
O=C(C[C@H]1CC[C@H](NC(=O)C2CCOCC2)[C@@H](CO)O1)NCc1ccccc1Cl,-38,-2[16.7 µM],1,-24,-4,2,7
CCCNC(=S)Nc1cc2oc3ccccc3c2cc1OC,x,x,-3,10,x,0,0
Cc1cc(-c2ccc(C)c(S(=O)(=O)N3CC(=O)Nc4ccccc43)c2)on1,1,15,-5,-1,3,-2,0
CS(=O)(=O)N1CCc2cc(C(=O)Nc3ccccc3)ccc21,-14,0,-2,-3,47*,-6,1
O=C(Cc1ccccn1)NCC[C@H]1CC[C@H](NS(=O)(=O)c2ccc(Cl)cc2)[C@@H](CO)O1,-1,x,-1,4,4,-6,10
CCCC(=O)Nc1ccc2c(c1)C(=O)N(C)[C@H]1CC[C@@H](CC(=O)N3CCCCC3)O[C@@H]1CO2,2,47[16.7 µM],x,x,-6,x,x
COc1ccc(S(=O)(=O)Nc2ccc3c(c2)C(=O)N([C@H](C)CO)C[C@@H](C)[C@@H](CN(C)Cc2ccc(C(=O)Nc4ccccc4N)cc2)O3)cc1,x,13[16.7 µM],11,-5,-24,3,1
CCn1c(=O)cc(OCC(=O)NC(C)c2ccc3c(c2)OCCO3)c2ccccc21 (stereo not drawn),-7,-3,x,5,-3,x,1
O=C1NCCN1C(=O)N(c1ccccc1)c1ccccc1,-64,-7,x,-5,-1,x,-4
Fc1ccccc1C(c1nnnn1Cc1ccc2c(c1)OCO2)N1CCN(Cc2ccccc2)CC1 (stereo not drawn),x,-1,x,4,x,x,3
Cc1c(NC(=O)C(C)Sc2nc3ccccc3c(=O)n2CCO)c(=O)n(-c2ccccc2)n1C (stereo not drawn),-6,-25,x,-3,2,x,0
CCCOC(=O)c1c(-c2ccc(OC)cc2)oc2ccc(-c3ccc(OC)nc3)cc12,-34,x,-4,12,-4,0,5
Cc1ccc(C(=O)CS(C)(=O)=O)cc1,x,-5,x,-4,-2,x,1
C[C@H](NC(=O)C[C@H]1CC[C@H](NC(=O)C2CCC2)[C@H](CO)O1)c1ccccc1,-13,x,7,10,-1,1,-5

# Next part, starting with the last 3 of the part before.
SMILES,C2C12 statin,miR-122 sensor,SIRT5 inh,ARNT-TACC3 inh,esBAF inh,ERp5 block,Cneo AK release
CCCOC(=O)c1c(-c2ccc(OC)cc2)oc2ccc(-c3ccc(OC)nc3)cc12,-34,x,-4,12,-4,0,5
Cc1ccc(C(=O)CS(C)(=O)=O)cc1,x,-5,x,-4,-2,x,1
C[C@H](NC(=O)C[C@H]1CC[C@H](NC(=O)C2CCC2)[C@H](CO)O1)c1ccccc1,-13,x,7,10,-1,1,-5
CCOC(=O)C(Sc1n[nH]c(N)n1)c1ccccc1 (stereo not drawn),-1,-8,x,-8,1,x,2
O=C(N[C@@H]1CC[C@@H](CCNC(=O)c2ccccc2F)O[C@@H]1CO)c1ccc2c(c1)OCO2,-2,x,-2,-4,-2,-3,46
Clc1cccc(CSc2ncnc3c2ncn3C2CCCCO2)c1 (stereo not drawn),5,x,-1,13,76*,-1,1
CC1CCCC(C)N1CCCNC(=O)c1ccc2nc(N3CCOCC3)sc2c1 (stereo not drawn),-11,4,x,10,-2,0,-1
CCOc1ccc(C(=O)CSCC(=O)O)cc1,1,1,-3,1,5,0,1
CC(OC(=O)c1ccc(-n2cnnn2)cc1)C(=O)N(C)c1ccccc1 (stereo not drawn),-5,5,0,1,1,9,3
Cc1ccc(C(=O)N/C(=C/c2ccco2)C(=O)NCc2ccco2)cc1,-11,-1,4,12,-10,-2,1

# Compound activity deposited in PubChem BioAssay by Broad Institute.
